# Apoferritin bind: binds horse apoferritin like a general anesthetic. P02791. apoferritin/1-aminoanthracene competitive binding, fluorescence. Potency, µM (titrated, usually from 77.5 µM), for inactives: at the highest dose activity change, negative = displacement, hits mostly inhibitors. 350,000 compounds, 0.074% hits. AID 485281; note: % is set by controls: 0 for no effect and ±100 for the full control effect; nearly all actives have a fitted effect of over 20% in size
#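 In PBS, apoferritin at 10 uM is loaded with 1-AMA from a 50% saturated solution. After 10 min of compound exposure at ambient temperature, reduced 535 nm fluorescence indicates probe displacement.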
# POLK inh: DNA polymerase kappa (human) inhibition; purified Pol kappa, fluorescent DNA synthesis assay, 10 min; Potency, µM (titrated, usually from 107 µM), for inactives: top-dose activity, negative = inhibition, hits mostly inhibitors; 400,000 compounds, 0.53% hits; Q9UBT6; AID 588579; note: % is set by controls: 0 for no effect and ±100 for the full control effect
#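 Enzyme at 10 nM met test compounds for 15 min at room temperature. Substrate addition (50 nM final) began the reaction, which was monitored by fluorescence at 0 and 10 min.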
# BAZ2B block: inhibitors of human BAZ2B bromodomain. Q9UIF8. AlphaScreen BAZ2B-H3K14Ac peptide displacement. Potency, µM (series often up to 114 µM), for inactives: at the highest dose activity change, negative = inhibition, actives largely listed as inhibitors. 360,000 compounds, 4.4% hits; note: % is set by controls: 0 for no effect and ±100 for the full control effect; nearly all actives have a fitted effect of over 60% in size
# Target sequence (Q9UIF8 whole entry, looked up): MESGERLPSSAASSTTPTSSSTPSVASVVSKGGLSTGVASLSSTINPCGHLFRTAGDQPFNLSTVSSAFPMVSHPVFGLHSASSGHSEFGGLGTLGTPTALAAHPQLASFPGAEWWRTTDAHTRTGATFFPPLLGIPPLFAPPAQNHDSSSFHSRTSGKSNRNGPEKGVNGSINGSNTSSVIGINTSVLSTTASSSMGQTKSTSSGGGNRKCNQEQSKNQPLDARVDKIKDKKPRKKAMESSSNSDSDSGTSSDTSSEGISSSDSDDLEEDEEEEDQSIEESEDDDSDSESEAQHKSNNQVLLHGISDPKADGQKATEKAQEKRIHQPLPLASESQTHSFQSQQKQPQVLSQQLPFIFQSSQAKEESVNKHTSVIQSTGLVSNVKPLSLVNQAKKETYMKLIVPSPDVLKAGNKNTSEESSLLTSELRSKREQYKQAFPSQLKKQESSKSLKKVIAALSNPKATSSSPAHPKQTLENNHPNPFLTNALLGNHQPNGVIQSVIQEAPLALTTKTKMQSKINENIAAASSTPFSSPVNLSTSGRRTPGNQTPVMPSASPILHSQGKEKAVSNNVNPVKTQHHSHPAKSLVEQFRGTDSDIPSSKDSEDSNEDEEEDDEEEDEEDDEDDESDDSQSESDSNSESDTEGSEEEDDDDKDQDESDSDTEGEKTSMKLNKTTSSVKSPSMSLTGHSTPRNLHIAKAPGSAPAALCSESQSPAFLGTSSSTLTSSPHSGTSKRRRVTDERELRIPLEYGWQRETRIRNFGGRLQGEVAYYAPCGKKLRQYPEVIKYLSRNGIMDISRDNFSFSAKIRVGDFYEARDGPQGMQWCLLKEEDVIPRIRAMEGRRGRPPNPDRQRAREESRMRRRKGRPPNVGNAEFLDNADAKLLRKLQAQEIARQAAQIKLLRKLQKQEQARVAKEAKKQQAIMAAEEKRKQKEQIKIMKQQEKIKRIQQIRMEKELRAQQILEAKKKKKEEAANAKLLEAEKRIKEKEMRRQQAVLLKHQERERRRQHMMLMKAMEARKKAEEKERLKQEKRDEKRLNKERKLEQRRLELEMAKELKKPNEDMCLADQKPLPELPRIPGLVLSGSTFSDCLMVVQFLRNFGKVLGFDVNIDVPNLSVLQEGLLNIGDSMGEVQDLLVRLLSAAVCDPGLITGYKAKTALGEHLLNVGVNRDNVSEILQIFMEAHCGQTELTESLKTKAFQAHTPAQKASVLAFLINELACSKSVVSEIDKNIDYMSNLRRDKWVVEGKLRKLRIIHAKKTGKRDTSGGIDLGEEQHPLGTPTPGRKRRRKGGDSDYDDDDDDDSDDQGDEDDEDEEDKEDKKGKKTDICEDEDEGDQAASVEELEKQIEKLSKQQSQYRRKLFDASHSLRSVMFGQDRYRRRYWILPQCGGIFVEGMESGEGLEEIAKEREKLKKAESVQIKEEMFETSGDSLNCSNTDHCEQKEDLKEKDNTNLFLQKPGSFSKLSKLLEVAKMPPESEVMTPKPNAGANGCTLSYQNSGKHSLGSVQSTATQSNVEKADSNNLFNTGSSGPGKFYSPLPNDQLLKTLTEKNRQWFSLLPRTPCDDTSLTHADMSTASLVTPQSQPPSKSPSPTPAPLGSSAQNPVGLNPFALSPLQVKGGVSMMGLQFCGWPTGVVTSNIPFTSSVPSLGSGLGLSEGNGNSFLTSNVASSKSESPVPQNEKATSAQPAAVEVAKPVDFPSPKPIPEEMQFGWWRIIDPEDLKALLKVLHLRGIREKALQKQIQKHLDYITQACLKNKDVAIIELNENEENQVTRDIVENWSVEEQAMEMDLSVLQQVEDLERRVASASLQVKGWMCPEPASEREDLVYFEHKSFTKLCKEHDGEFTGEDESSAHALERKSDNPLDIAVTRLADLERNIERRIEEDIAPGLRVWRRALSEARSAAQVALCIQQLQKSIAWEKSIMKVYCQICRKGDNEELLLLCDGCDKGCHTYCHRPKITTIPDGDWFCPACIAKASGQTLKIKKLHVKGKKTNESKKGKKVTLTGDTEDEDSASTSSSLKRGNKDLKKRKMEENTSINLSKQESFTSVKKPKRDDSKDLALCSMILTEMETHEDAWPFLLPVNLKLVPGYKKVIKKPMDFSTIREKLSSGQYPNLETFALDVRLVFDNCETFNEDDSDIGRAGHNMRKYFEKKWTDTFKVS
#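 AlphaScreen displacement of biotin-H3(5-23)K14Ac peptide (50 nM final) from BAZ2B (50 nM final) in PBS pH 7.4, 0.01% Tween-20; complex preformed 30 min RT, then compounds (top 110 uM) 30 min RT, beads 20 min dark.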
# Pol beta inh: blocks human DNA polymerase beta activity | P06746 | AID 485314 | Potency, µM (top dose mostly 114 µM), for inactives: at the top dose activity change, negative = inhibition, usual class: inhibitors | 340,000 compounds, 1.3% hits | Pol beta primer extension/strand displacement, fluorescence kinetic; note: % is set by controls: 0 for no effect and ±100 for the full control effect
#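 Human Pol beta at 10 nM; strand-displacement substrate 50 nM final. Compound exposure 15 min at room temperature before start, reaction 10 min at room temperature.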
# Pol iota inh: blocks human DNA polymerase iota activity | Pol iota fluorescent replication assay, 10 min | Potency, µM (titrated, usually from 115 µM), without a hit: at the top dose activity, negative = inhibition, most hits filed as inhibitors | 390,000 compounds, 1% hits | AID 588590
#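 Pol iota at 10 nM preincubated 15 min with compounds at room temperature; reaction started with fluorescent substrate, 50 nM final. Fluorescence read kinetically at 0 and 10 min; buffer-only wells as negative control.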
# G9a block: inhibitors of human histone lysine methyltransferase G9a; G9a H3K9 monomethylation, AlphaScreen, 2 h; Potency, µM (series often up to 102 µM), without a hit: at the highest dose activity, negative = inhibition, usual class: inhibitors; 350,000 compounds, 8.8% hits; note: % is set by controls: 0 for no effect and ±100 for the full control effect; nearly all actives have a fitted effect of over 75% in size
#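 G9a (20 nM) preincubated 15 min RT with compounds, then 500 nM biotinylated H3K9 peptide and 20 uM SAM added; 2 h RT reaction. Monomethyl-H3K9 product detected by AlphaScreen with anti-H3K9me1 antibody, streptavidin donor and anti-rabbit IgG acceptor beads.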
# APE1 inh: APE1 (human) endonuclease inhibition. P27695. recombinant APE1, TAMRA/BHQ-2 abasic DNA cleavage fluorescence. Potency, µM (top dose mostly 65.8 µM), for the others: at the highest dose activity change, negative = inhibition, actives largely listed as inhibitors. 350,000 compounds, 0.35% hits;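 note: plate controls were vehicle for no effect and reference inhibitor for full effect; nearly all actives have a fitted effect of over 55% in size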
#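 Quantitative HTS: incision of a TAMRA/BHQ-2 double-stranded substrate bearing a tetrahydrofuran abasic site by 0.75 nM APE1 raises fluorescence. Substrate 50 nM final, added after 15 min compound preincubation at room temperature; progress as third-minus-first kinetic read difference.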
# BLM helicase inh: inhibitors of human Bloom syndrome helicase BLM | P54132 | recombinant BLM DNA unwinding, fluorescence dequenching | Potency, µM (highest dose often 56.1 µM), for inactives: at the top dose activity change, negative = inhibition, usual class: inhibitors | 350,000 compounds, 0.2% hits;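 note: plate controls were vehicle for no effect and no enzyme for full effect; nearly all actives have a fitted effect of over 35% in size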
# Pol eta inh: inhibitors of human DNA polymerase eta. AID 588591. 390,000 compounds, 1.2% hits. recombinant Pol eta, fluorescent DNA replication assay. Potency, µM (series often up to 114 µM), without a hit: at the highest dose activity change, negative = inhibition, hits mostly inhibitors; note: % is set by controls: 0 for no effect and ±100 for the full control effect
#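 Fluorescent replication assay: 50 nM final substrate added after a 15 min room-temperature compound preincubation with 10 nM enzyme. Signal taken at 0 min and again at 10 min.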
# Numbers without * were called inactive; i = inactive; ? = inconclusive; . = not tested or not shown; [ ] = dose if it differs, or a comment. Calls come from the whole dose curve; as a rule, active = well fitted curve in the direction sought with a large enough effect; inconclusive = small, poorly fitted or top-dose-only effect, or another doubt; inactive = no such curve, though single readings can be large; an effect the other way counts as inactive or inconclusive. Potency is the fitted concentration of half-maximal effect. The list is partial; rates above refer to the full screens.
SMILES,Apoferritin bind,POLK inh,BAZ2B block,Pol beta inh,Pol iota inh,G9a block,APE1 inh,BLM helicase inh,Pol eta inh
CCOC(=O)c1sc2nc(N3CCOCC3)c3c(c2c1N)CC(C)(C)N(C)C3,47.4%[activator],-6.4%,4.9%,1.9%,5.1%,?,1.0%,1.4%,-6.7%
CC(=O)N1CCN(C(=S)Nc2ccc(SC(F)F)cc2)CC1,-1.0%,-4.8%,.,-3.5%,41.7%[activator],3.1%,-3.3%,-1.2%,-6.7%
O=C(NC1CC1)c1sc2cc(F)ccc2c1Cl,.,6.6%,3.1%,.,5.0%,20.9%[12.7 µM],-5.9%,.,-6.9%
O=C(CC12CC3CC(CC(C3)C1)C2)NCC(=O)N1CCCC1,-15.3%,-1.2%,-5.2%,0.1%,7.5%,-2.1%[59 µM],-4.3%,-2.8%,-7.3%
Nn1c(SCC(=O)Nc2ccc3c(c2)OCCO3)nnc1-c1cccnc1,-8.1%,-13.1%,-13.2%,3.7%,2.6%,54.2%[activator],5.6%,-5.7%,-10.8%
O=C(Cn1[nH]c(=O)c2ccccc2c1=O)NCC1COc2ccccc2O1 (centres undefined),.,-20.1%,6.2%,.,-2.9%,?,17.5%,.,-4.5%
c1ccc(COc2ccc(OCCOCCn3cncn3)cc2)cc1,-7.5%,-5.4%,9.3%,6.0%,-46.7%[58.9 µM],-2.1%[12.7 µM],1.2%,0.1%,2.4%
COc1ccc(NC(=O)CN(C)S(=O)(=O)c2ccc3nc(C)sc3c2)cc1Cl,-4.5%,-20.5%,0.4%,-19.2%,43.6%[activator],1.2%[59 µM],.,-5.2%,.
NS(=O)(=O)c1ccc(Cc2ncc(C(F)(F)F)cc2Cl)s1,?,-18.1%,4.0%,3.8%,34.9%[activator],?,4.9%,-5.3%,0.5%
COc1ccccc1CNC(=O)[C@@H]1CCCN1C(=O)C1CCN(S(=O)(=O)c2ccc(C)cc2)CC1,-13.0%,-5.1%,-20.6%,5.1%,7.2%,?,3.4%,1.6%,-17.5%

# Record cards (already shown). Order of screens: Apoferritin bind, POLK inh, BAZ2B block, Pol beta inh, Pol iota inh, G9a block, APE1 inh, BLM helicase inh, Pol eta inh
# Record of `CC(=O)N1CCN(C(=S)Nc2ccc(SC(F)F)cc2)CC1` : -1.0%, -4.8%, ., -3.5%, 41.7%[activator], 3.1%, -3.3%, -1.2%, -6.7%
# Record of `COc1ccccc1CNC(=O)[C@@H]1CCCN1C(=O)C1CCN(S(=O)(=O)c2ccc(C)cc2)CC1` : -13.0%, -5.1%, -20.6%, 5.1%, 7.2%, ?, 3.4%, 1.6%, -17.5%

# Sorted by SMILES length (rising): 3 of the compounds above
SMILES,Apoferritin bind,POLK inh,BAZ2B block,Pol beta inh,Pol iota inh,G9a block,APE1 inh,BLM helicase inh,Pol eta inh
c1ccc(COc2ccc(OCCOCCn3cncn3)cc2)cc1,-7.5%,-5.4%,9.3%,6.0%,-46.7%[58.9 µM],-2.1%[12.7 µM],1.2%,0.1%,2.4%
O=C(CC12CC3CC(CC(C3)C1)C2)NCC(=O)N1CCCC1,-15.3%,-1.2%,-5.2%,0.1%,7.5%,-2.1%[59 µM],-4.3%,-2.8%,-7.3%
O=C(Cn1[nH]c(=O)c2ccccc2c1=O)NCC1COc2ccccc2O1 (centres undefined),.,-20.1%,6.2%,.,-2.9%,?,17.5%,.,-4.5%

# (listing goes on)
SMILES,Apoferritin bind,POLK inh,BAZ2B block,Pol beta inh,Pol iota inh,G9a block,APE1 inh,BLM helicase inh,Pol eta inh
CCN1CCc2c(sc(-n3cccc3)c2C(C)NC(=O)Nc2ccc(C(=O)OC)cc2)C1 (centres undefined),-11.8%,3.1%,?,-4.7%,15.1%,?,.,0.6%,-14.6%
O=C(Cn1c(=O)n(-c2cccc(C(F)(F)F)c2)c(=O)c2sccc21)NCC1CCCO1 (centres undefined),0.4%,-7.5%,-0.8%,-10.0%,109.3%[activator],7.5%,32.5%,-0.2%,-23.4%
C=CCn1c(Cc2cccs2)nnc1SCC(=O)Nc1cc(OC)cc(OC)c1,?,-8.6%,7.4%,30.5%,8.3%,0.2%,-1.4%,0.9%,-11.7%
CC1CCCCC12NC(=O)N(CC(=O)NCC(=O)Nc1ccc(F)c(F)c1F)C2=O (centres undefined),.,-26.4%,3.3%,.,36.7%,-43.2%[12.7 µM],4.9%,.,-9.7%
COc1ccc(N2CCN(C(C)C(=O)Nc3nnc(C)s3)CC2)cc1 (centres undefined),-4.7%,-3.1%,-15.6%,-6.7%,46.5%[activator],56.2µM*,8.2%,-4.0%,-14.3%
COC(=O)c1ccc(NC(=O)c2cn(-c3cccc(C)n3)cn2)cc1,-0.4%,-7.2%,-19.4%,25.7%,-0.1%,-14.8%,-10.4%,-0.3%,-7.2%
Cc1nnc(Nc2ccc(Cl)cc2)s1,0.5%,-7.0%,4.9%,7.1%,161.9%[activator],?,-3.2%,-1.4%,-0.4%
CC1(C)C2CCC1(CS(=O)(=O)NC(CC(=O)O)c1cccc(Br)c1)C(=O)C2 (centres undefined),-2.0%,4.5%,-2.0%,2.1%,23.8%,-32.1%,17.2%,1.2%,-15.6%
CC(NC(=O)COC(=O)CNC(=O)c1ccc(-c2ccccc2)cc1)c1ccccc1 (centres undefined),.,-11.8%,23.0%,.,22.4%,10.5%[12.7 µM],-0.7%,.,-3.0%
O=c1c2ccccc2n2c(-c3ccccc3O)nnc2n1Cc1ccc(F)cc1,-0.6%,-2.3%,-0.8%,-12.3%,3.3%,-2.6%[59 µM],.,-1.0%,1.8%
O=C(Cn1cc(C(=O)c2ccco2)c2ccccc21)Nc1ccccc1F,-14.2%,-7.3%,3.8%,5.7%,8.8%,2.5%,-2.3%,-8.2%,-7.6%
CCN1C(=O)/C(=C\c2nc3ccccc3c(=O)n2CC)c2ccccc21,-9.0%,-12.6%,44.7µM*,2.3%,?,63.1µM*,-6.1%,-6.4%,8.6%
Cc1ccc(Oc2ncc(CN3CCOCC3)s2)cc1,-7.9%,-7.2%,-23.6%,5.7%,i,5.9%,-0.8%,0.9%,-5.6%
Cc1ccc2c(c1)N(CC(=O)NCCCN1CCN(C)CC1)C(=O)CO2,6.4%,0.3%,-3.0%,-1.0%,111.2%[activator],-0.6%,47.6%[activator],-2.2%,-23.4%
COc1ccc(Cn2cc(C(=O)c3ccc(C)cc3)c(=O)c3cc(OC)c(OC)cc32)cc1,-14.2%,-0.9%,-29.8%,-10.1%,41.2%[activator],-4.1%[59 µM],.,-0.3%,-15.9%
CN(C)/C=C(/C(=O)c1ccc(Cl)cc1Cl)S(=O)(=O)c1ccc(Cl)cc1,4.3%,-21.8%,5.9%,?,73.4%[activator],?,-3.6%,-4.0%,-1.3%
O=C(NN=C1CCC(c2ccccc2)CC1)c1cc2c(s1)CCCC2 (centres undefined),-8.1%,-5.6%,-7.5%,15.3%,15.5%,6.3%,-1.2%,-0.7%,-17.2%
Cc1cc(C)nc(/N=C(\N)Nc2ccc(C(C)C)cc2)n1,-11.0%,5.9%,-0.9%,9.0%,17.4%,.,-0.5%,7.2%,-11.8%
Cc1ccc(-c2nc(-c3ccccn3)no2)cc1[N+](=O)[O-],-0.3%,12.4%,-14.5%,0.6%,-11.7%,-5.7%,2.3%,2.2%,5.1%
COc1ccc(/C=C2/Sc3ccc(C(=O)NCCCN4CCOCC4)cc3NC2=O)cc1OC,59.9%[activator],-12.3%,?,-16.9%,-24.0%,?,31.7%,-4.4%,?
CC(C)C1COC(c2cccc3ccccc23)=N1 (centres undefined),-10.3%,8.1%,46.6%[activator],15.7%,-19.7%,19.7%,1.8%,-5.7%,-8.3%
CSc1nc(N2CCOCC2)c2c(c1C#N)CC(C)(C)OC2,0.3%,0.6%,3.8%,-0.5%,30.9%[activator],-5.9%[59 µM],-1.2%,-1.3%,-4.2%
CNC(=O)c1ccc2c(c1)N(Cc1cc(C)ccc1C)C(=O)c1ccccc1S2,-13.1%,-14.0%[60.1 µM],-4.6%,1.5%,-5.0%,-2.2%[59 µM],.,0.0%,.
COc1ccc(OCC(=O)N2CCN(C(=O)c3ccco3)CC2)cc1,-8.5%,-6.3%,-29.6%,1.9%,?,?,0.2%,-0.8%,-0.8%
COC(=O)[C@H](C)NC(=O)Nc1ccc(S(N)(=O)=O)cc1,-13.3%,-8.1%,4.2%,15.2%,-9.3%,7.4%,16.8%,-3.1%,-4.6%
COc1ccccc1N1CCN(CCCNC(=O)Nc2ccccc2)CC1,-14.4%,-3.3%,-34.8%,5.1%,9.7%,?,-3.1%,6.1%,-5.1%
Cc1cc(C)cc(-c2nc(-c3ccncc3)no2)c1,-8.3%,17.1%,0.7%,2.2%,37.9%[activator],11.8%,3.6%,1.8%,-5.0%
CN1CCN(S(=O)(=O)c2ccc(NC(=O)c3ccco3)cc2)CC1,-8.9%,-14.8%,-1.0%,33.6%,10.5%,4.2%[59 µM],-2.6%,-2.2%,-15.3%
COc1ccc(-c2nc3c4ccccc4ccn3c2CN2CCOCC2)cc1OC,-3.2%,-7.1%,?,1.5%,-0.1%,?,-9.9%,-2.3%,-13.1%
COCCn1c(N)c(N(Cc2ccccc2)C(=O)c2cc3ccccc3o2)c(=O)[nH]c1=O,0.2%,0.0%,-0.9%,-1.8%,201.8%[activator],16.1%,16.1%,-1.9%,-10.5%
Cc1ccc(C)c(OCc2cc(C(=O)N3CCN(c4ccccc4)CC3)no2)c1,-15.7%,5.7%,-19.9%,1.0%,?,.,0.4%,-9.3%,-4.5%
COc1ccc(CNC(=O)c2cccnc2SC)cc1OC,-2.8%,-1.6%,8.3%,-1.1%,100.1%[activator],-44.2%,20.5%,2.1%,-0.9%

# High-throughput results deposited in PubChem by National Center for Advancing Translational Sciences (NCATS).
